D1 potentiator: enhances dopamine response at the human D1 receptor. AID 504651. 360,000 compounds, 0.036% hits. HEK293 TREx D1 cells, calcium flux, dopamine EC20 potentiation. P21728. potentiation, % at 10 µM; in the data active = potentiation above about 30%; also: 0% is about no effect
Target sequence (P21728 whole entry, looked up): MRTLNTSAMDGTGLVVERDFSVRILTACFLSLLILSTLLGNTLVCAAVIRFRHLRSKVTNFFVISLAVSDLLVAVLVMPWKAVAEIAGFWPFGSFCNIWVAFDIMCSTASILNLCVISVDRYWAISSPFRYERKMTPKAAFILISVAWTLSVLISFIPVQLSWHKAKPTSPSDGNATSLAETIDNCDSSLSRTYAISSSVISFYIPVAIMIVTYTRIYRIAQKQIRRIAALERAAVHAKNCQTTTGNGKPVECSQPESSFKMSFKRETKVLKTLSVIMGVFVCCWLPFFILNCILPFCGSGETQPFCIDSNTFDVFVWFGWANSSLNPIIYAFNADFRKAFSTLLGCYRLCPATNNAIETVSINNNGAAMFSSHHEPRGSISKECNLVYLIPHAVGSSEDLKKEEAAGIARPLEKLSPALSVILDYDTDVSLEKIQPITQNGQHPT
TRHR PAM: TRH receptor (human) allosteric enhancement | TRHR cells, fluo-8 calcium fluorescence, EC20 TRH enhancement | 360,000 compounds, 0.66% hits | enhancement, % at 2 µM | P34981; in the data active = enhancement above about 30%; also: 0% is about no effect
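TRHR-expressing cells loaded with fluo-8 calcium dye were read kinetically (ex 480/em 530) during compound addition, then stimulated with an EC20 of TRH (10 nM final). Enhancement of the Gq-mediated intracellular calcium response was scored.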
TRHR ag: TRH receptor (human) agonism. TRHR cells, calcium flux fluo-8, FDSS agonist mode. activation, % at 2 µM. 360,000 compounds, 0.18% hits. AID 493084; also: 0% is about no effect
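Fluo-8-loaded TRHR cells; 10 s baseline, compound added, kinetic Ca2+ fluorescence read 1/s, agonist mode.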
D2 PAM: positively modulates the human D2 dopamine receptor allosterically; HEK293 T-REx D2, calcium flux, EC20 dopamine potentiation; potentiation, % at 10 µM; 340,000 compounds, 0.34% hits; AID 485347;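 active = potentiation over 3 SD above the plate norm, cut at about 30% in these data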; also: 0% is about no effect
Target sequence (P14416 whole entry, looked up): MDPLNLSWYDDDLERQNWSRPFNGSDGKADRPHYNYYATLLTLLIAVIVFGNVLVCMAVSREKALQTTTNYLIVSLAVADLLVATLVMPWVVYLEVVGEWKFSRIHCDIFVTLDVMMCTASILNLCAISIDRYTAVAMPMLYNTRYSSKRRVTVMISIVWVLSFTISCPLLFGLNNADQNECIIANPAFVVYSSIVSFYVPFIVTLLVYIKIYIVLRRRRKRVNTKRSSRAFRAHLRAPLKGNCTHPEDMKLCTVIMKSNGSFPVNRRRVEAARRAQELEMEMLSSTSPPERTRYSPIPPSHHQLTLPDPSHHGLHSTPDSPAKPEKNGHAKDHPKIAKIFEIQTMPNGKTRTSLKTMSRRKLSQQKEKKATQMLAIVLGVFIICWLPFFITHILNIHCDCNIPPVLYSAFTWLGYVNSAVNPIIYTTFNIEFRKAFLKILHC
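Primary screen. Calcium kinetics in induced HEK293 T-REx D2 cells: compound pre-addition 180 s, EC20 dopamine, 180 s more.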
D1 antagonist: antagonists of human D1 dopamine receptor; P21728; HEK293 TREx D1 cells, calcium flux, dopamine EC80; active compounds read low; activity change, negative = inhibition, % at 10 µM; 360,000 compounds, 3.2% hits; in the data active = activity change below about -30%; also: % is scaled to controls: 0 for no effect and ±100 for the full control effect
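Allosteric or orthosteric antagonism assessed as attenuation of the calcium response to EC80 dopamine, added 180 s after compound, in induced HEK293 Trex D1 cells loaded with no-wash calcium dye.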
D2 antag: D2 dopamine receptor (human) antagonism. HEK293 TREx D2 cells, calcium flux, dopamine EC80. inhibition, % at 10 µM. 340,000 compounds, 2% hits; in the data active = inhibition above about 30%; also: 0% is about no effect
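Inhibition of EC80 dopamine-driven calcium flux, recorded kinetically, defines activity here; cells are a tetracycline-induced HEK293 T-REx line expressing force-coupled D2.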
D1 agonist: agonists of human D1 dopamine receptor | P21728 | HEK293 T-REx D1 cells, calcium flux, agonist mode | activation, % at 2 µM | 360,000 compounds, 1% hits | AID 504660; also: 0% is about no effect
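Agonism was scored from calcium flux recorded over 180 s (1 read/s) after pintool compound addition, following a 10-cycle baseline. Cells were inducible force-coupled HEK293 TREx D1, plated overnight at 30 C and loaded with no-wash calcium dye.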
RXFP1 antagonist: blocks the human relaxin receptor RXFP1. Q9HBX9. HEK293-RXFP1, relaxin-stimulated cAMP HTRF, 30 min; active compounds read low. activity change, negative = inhibition, % at 57.5 µM. 350,000 compounds, 0.59% hits;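 active = activity change of -60% or lower, but not beyond a set lower limit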; also: % is scaled to controls: 0 for no effect and ±100 for the full control effect
D2 ag: activates the human D2 dopamine receptor. HEK293 T-REx D2 cells, calcium flux agonist mode. activation, % at 2 µM. 340,000 compounds, 0.53% hits. AID 485358;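 active = activation over 3 SD above normal in the single-dose calcium agonist read, cut at about 30% in these data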; also: 0% is about no effect
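Tetracycline-induced HEK293 T-REx cells with force-coupled D2 receptor, plated overnight at 30 C, loaded with no-wash calcium dye. After a 10 s baseline, compound was pin-added and calcium flux read kinetically for 180 s; calcium rises flagged agonists.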
Numbers without * were called inactive; x = not tested or not shown. Rule as the data show it, unless noted: active = activation above about 30%; inactive = the rest.

structure | D1 potentiator | TRHR PAM | TRHR ag | D2 PAM | D1 antagonist | D2 antag | D1 agonist | RXFP1 antagonist | D2 ag
COc1ccc2c(Sc3ccccc3)c(C(=O)NCc3ccc(OC(C)C)cc3)[nH]c2c1 | -1.6 | -1.6 | 0.1 | -3.3 | -3.7 | x | 1.0 | -15.2 | -0.9
CCn1c(SCC(=O)Nc2ccccc2)nc2c([nH]c3ccccc32)c1=O | -3.4 | -0.2 | 0.6 | 10.2 | 4.1 | x | 1.0 | x | 0.0
Cc1c(NC(=S)NNC(=O)CCC(=O)O)c(=O)n(-c2ccccc2)n1C | -0.9 | 1.0 | 0.1 | 14.1 | 1.5 | -4.8 | 0.3 | 19.0 | -0.4
CCO[C@@H]1OC(C(=O)N2CCCCCCC2)=C[C@H](c2cn(C(C)=O)c3ccccc23)[C@H]1CCCO | 0.8 | -11.5 | -0.3 | x | 7.3 | x | 4.9 | x | x
CCc1ccc(C2=Nn3c(nnc3-c3cccs3)SC2)cc1 | -1.9 | 2.1 | -0.9 | 1.3 | -0.1 | 1.5 | 3.7 | -10.9 | 0.3
COc1ccc(C(=O)/C=C2/C(=O)Nc3ccccc32)c(OC)c1 | -11.1 | 0.8 | 3.1 | 4.8 | -20.1 | -8.1 | 5.2 | -86.1* | 4.1
CC(=O)Nc1ccc(S(=O)(=O)Nc2cc(C)cn(Cc3ccccc3)c2=O)cc1 | -8.4 | -2.4 | 0.9 | x | -26.8 | 7.0 | 5.5 | 6.6 | -2.9
Cc1ccc(CSC(Nc2ccc(F)cc2)=C(C#N)C#N)cc1 | -11.7 | -4.0 | 2.4 | 2.1 | -35.7* | 22.2 | 25.5 | -3.5 | 12.0
CSc1nc(-c2cccs2)c(C#N)c(=O)[nH]1 | -6.2 | -1.5 | 0.0 | x | -14.7 | x | 2.7 | 23.0 | x
COc1ccc(C(=O)NCC(c2ccc(F)cc2)N2CCOCC2)cc1S(=O)(=O)N1CCCC1 (stereo not drawn) | 6.3 | 23.0 | -0.2 | 19.8 | -0.4 | x | 6.4 | -7.5 | x
Cc1cc(NCCCn2ccnc2)n2ncc(-c3ccc(Cl)cc3)c2n1 | -3.3 | -4.5 | 0.4 | 18.6 | -6.1 | 14.8 | 8.7 | 9.7 | 0.3
Cc1nnc(SCC(=O)NC(=O)NCc2ccco2)n1Cc1ccccc1 | 0.3 | 5.0 | -0.1 | 11.3 | -12.2 | -12.7 | 0.5 | -3.7 | 0.8
Cc1ccc(N2NC(=O)/C(=C/c3ccc(-c4ccc(Cl)c(C(=O)O)c4)o3)C2=O)cc1 | -0.2 | -0.5 | 0.4 | 11.5 | 3.4 | -9.1 | 2.4 | -2.7 | 1.0
COc1ccc(C2=NO[C@@H]3[C@@H]4C[C@@H]([C@H]5C(=O)N(c6ccc7c(c6)OCO7)C(=O)[C@@H]45)[C@H]23)cc1OC | 0.8 | -2.3 | -0.2 | x | -10.2 | x | 2.4 | 3.8 | x
COc1ccc(NC(=S)NC(=O)CC(C)C)c(OC)c1 | -3.5 | -6.3 | -1.2 | 8.8 | -23.4 | -11.3 | 1.6 | -10.0 | 3.3
COc1ccc(NC(=O)CC2C(=O)Nc3ccccc3N2CC(=O)N2CCCC2)cc1 (stereo not drawn) | -6.7 | 15.8 | -0.2 | -10.3 | 5.4 | 7.7 | 2.1 | -17.2 | -0.1
COc1ccc(N(CC(=O)NCCc2ccccc2)S(=O)(=O)c2ccc(OC)c(OC)c2)cc1 | -0.6 | -2.1 | -0.6 | -4.3 | -11.8 | x | 7.0 | -2.2 | -2.7
O=C(O/N=C\c1ccc(N2CCCCC2)c([N+](=O)[O-])c1)c1ccc(Cl)cc1Cl | 4.1 | -0.3 | 0.3 | -6.8 | -12.6 | 1.9 | 3.7 | x | 0.0
COc1ccc(C(C(=O)NC2CCCCC2)N(Cc2cccs2)C(=O)Cc2c[nH]c3ccccc23)cc1 (stereo not drawn) | -4.3 | 1.6 | 0.4 | 18.1 | 19.1 | -3.6 | 1.6 | -11.3 | 0.0
CC(/C=N/NC(=O)CSc1nc(C)cc(C)n1)=C\c1ccccc1 | -8.2 | 14.8 | 0.5 | -12.4 | -22.1 | 10.3 | 7.6 | -12.9 | -0.8
COc1cc(C2c3c(c(C)c(C)oc3=O)Oc3c(C)c(C)oc(=O)c32)ccc1OS(=O)(=O)c1ccc(C)cc1 | 2.4 | -12.2 | 0.5 | 12.7 | 37.8 | -7.9 | 2.3 | x | 0.5
CC(C)Sc1ccccc1C(=O)Nc1ccc2c(c1)n(C)c(=O)n2C | -1.6 | 1.9 | -1.0 | 5.5 | 4.5 | 8.4 | 3.6 | -2.9 | 0.2
CCN(CC)S(=O)(=O)c1ccc2c(c1)nc(CCC(=O)OCC(=O)Nc1cc(Cl)cc(Cl)c1)n2C | -3.8 | 3.2 | 1.5 | -6.4 | 2.4 | -6.7 | 5.9 | -14.7 | 1.8
CC(Sc1nc2ccccc2s1)C(=O)Nc1nnc(C(C)C)s1 (stereo not drawn) | -1.6 | -5.6 | 1.5 | -30.1 | -10.4 | x | 5.9 | 2.0 | x
Cc1cc2c(c(=O)o1)C(Cc1ccccc1)C(C#N)=C(N)O2 (stereo not drawn) | -6.2 | 2.9 | 0.4 | -4.8 | -55.7* | -10.6 | 0.5 | 15.1 | 0.3

6 entries from above, sorted by molecular weight, highest first.
structure | D1 potentiator | TRHR PAM | TRHR ag | D2 PAM | D1 antagonist | D2 antag | D1 agonist | RXFP1 antagonist | D2 ag
COc1ccc(N(CC(=O)NCCc2ccccc2)S(=O)(=O)c2ccc(OC)c(OC)c2)cc1 | -0.6 | -2.1 | -0.6 | -4.3 | -11.8 | x | 7.0 | -2.2 | -2.7
CCO[C@@H]1OC(C(=O)N2CCCCCCC2)=C[C@H](c2cn(C(C)=O)c3ccccc23)[C@H]1CCCO | 0.8 | -11.5 | -0.3 | x | 7.3 | x | 4.9 | x | x
Cc1ccc(N2NC(=O)/C(=C/c3ccc(-c4ccc(Cl)c(C(=O)O)c4)o3)C2=O)cc1 | -0.2 | -0.5 | 0.4 | 11.5 | 3.4 | -9.1 | 2.4 | -2.7 | 1.0
CC(=O)Nc1ccc(S(=O)(=O)Nc2cc(C)cn(Cc3ccccc3)c2=O)cc1 | -8.4 | -2.4 | 0.9 | x | -26.8 | 7.0 | 5.5 | 6.6 | -2.9
Cc1nnc(SCC(=O)NC(=O)NCc2ccco2)n1Cc1ccccc1 | 0.3 | 5.0 | -0.1 | 11.3 | -12.2 | -12.7 | 0.5 | -3.7 | 0.8
CCn1c(SCC(=O)Nc2ccccc2)nc2c([nH]c3ccccc32)c1=O | -3.4 | -0.2 | 0.6 | 10.2 | 4.1 | x | 1.0 | x | 0.0

(list continues)
structure | D1 potentiator | TRHR PAM | TRHR ag | D2 PAM | D1 antagonist | D2 antag | D1 agonist | RXFP1 antagonist | D2 ag
Cc1onc(-c2c(F)cccc2Cl)c1C(=O)NCc1ccc(S(N)(=O)=O)cc1 | 2.1 | -2.0 | 0.1 | 10.5 | -2.1 | 10.0 | 1.2 | 2.8 | 0.4
CN(C)C(CNC(=O)c1ccc(-c2ccccc2)cc1)c1ccccc1 (stereo not drawn) | -6.4 | 31.0* | 1.0 | -0.2 | -3.3 | 30.7* | 3.3 | -22.4 | 0.1
O=C1ON=C(c2ccccc2)/C1=C/c1cccnc1 | -5.2 | 2.4 | 0.5 | 1.1 | 2.6 | -23.8 | 1.3 | -1.7 | 0.9
Cc1cc(=O)oc(C)c1C(=O)NCc1ccc(F)cc1 | -5.2 | 1.7 | 0.3 | 7.0 | -16.2 | -11.9 | 0.6 | 12.4 | 0.0
O=C(CN1C(=O)COc2ccc(Cl)cc21)NC1CC1 | -2.8 | -8.4 | 0.0 | 7.9 | 6.8 | -6.6 | 1.9 | -5.1 | 0.7
O=C(c1ccc([N+](=O)[O-])cc1)n1nc(-c2ccccc2)nc1NCc1ccc(F)cc1 | -7.2 | -4.5 | -0.5 | -6.3 | -10.9 | 4.3 | 0.4 | -7.8 | -0.6
Cc1ccc(CNCc2c(C(=O)O)c(C)n(Cc3ccc(C)cc3)c2C)cc1 | -1.0 | 10.0 | 0.6 | -1.0 | 8.4 | x | 2.5 | -6.2 | x
COc1ccc(CN(C(=O)CN2C(=O)COc3ccccc32)C2CCCC2)c(OC)c1 | -0.2 | -7.9 | 1.7 | 1.6 | 1.6 | 17.1 | 6.2 | -8.1 | -0.2
Cc1ccc(CNC(=O)CCCn2c(=O)c3ccccc3n(CC(=O)Nc3ccc(C)c(C)c3)c2=O)cc1 | -3.8 | 0.2 | 0.4 | 0.0 | 6.7 | x | 3.3 | x | 1.4
COc1ccc(OC)c(C2/C(=C(/O)c3ccccc3)C(=O)C(=O)N2Cc2ccco2)c1 (stereo not drawn) | -5.7 | -2.2 | -0.1 | -10.5 | -8.7 | -14.3 | 2.0 | -3.6 | -0.3
CCOP(=O)(OCC)/C(=N/OC(=O)c1cccc([N+](=O)[O-])c1)C(N)=O | 2.4 | 3.2 | 0.3 | -5.9 | 5.7 | 3.1 | 1.3 | 4.5 | -0.6
CCOC(=O)C1(Cc2ccc(OC)cc2)CCN(C(=O)CCN2CCCC2=O)CC1 | 8.1 | 2.7 | 0.6 | 6.4 | 8.4 | 2.2 | 2.7 | 6.3 | 0.1
O=C(NCc1ccc2c(c1)CCN2C(=O)c1ccccc1)c1ccco1 | -0.5 | -3.1 | -0.5 | 0.1 | 4.3 | x | 0.8 | -1.6 | 0.3
COc1ccc(N(C(=O)c2ccncc2)S(=O)(=O)c2ccc3c4c(cccc24)C(=O)N3C)cc1 | -1.8 | 7.9 | -0.8 | 0.7 | 4.6 | -1.6 | 7.1 | -14.6 | 0.6
O=C(NC1CCN(Cc2ccccc2)CC1)c1ccccc1OCc1ccccc1 | -10.1 | 2.9 | -0.3 | -19.2 | -26.8 | 85.6* | 0.4 | -4.2 | -0.1
COc1ccc(N2CCN(Cc3cc(=O)oc4ccc(OC)cc34)CC2)cc1 | 2.6 | -0.3 | 0.1 | -2.0 | -6.9 | x | 0.7 | 4.6 | 0.6
COc1ccccc1N1CCN(C(CNC(=O)C(=O)NCc2ccc(F)cc2)c2cccnc2)CC1 (stereo not drawn) | -2.5 | -2.1 | -1.2 | x | -1.6 | x | 33.0* | -25.2 | -1.4
CCCn1nc(Oc2nc(NCC)nc(NC(C)C)n2)ccc1=O | -8.8 | -1.9 | -0.1 | -5.2 | -11.8 | 7.6 | 3.7 | 8.8 | -0.4
O=C(COC(=O)COc1cccc(Br)c1)Nc1c(Cl)cccc1Cl | 0.4 | 1.3 | 0.3 | 11.6 | -21.0 | 6.7 | 0.9 | -3.4 | 1.3
COc1ccc(/C(O)=C2/C(=O)C(=O)N(CC3CCCO3)C2c2cccc(O)c2)cc1 (stereo not drawn) | -1.4 | -2.3 | 0.4 | -2.8 | 1.3 | 5.6 | 4.6 | 10.9 | 0.1
COC(=O)C/C=N/N=C1/NC(=O)/C(=C/C(=O)O)S1 | -1.5 | -1.1 | 0.8 | x | -8.9 | x | 2.0 | -1.6 | x
CCn1c(Cc2ccccc2)n[nH]c1=S | -2.5 | 0.2 | 0.6 | 13.6 | 6.0 | 3.1 | 2.4 | -8.5 | -0.5

Compounds as they come (roughly 7.1% active in at least one column).
